# uPA generation: qHTS for Inhibitors of Cell Surface uPA Generation | cell surface uPA generation assay, qHTS | Potency, µM (highest dose often 38.3 µM), without a hit: top-dose activity change, negative = inhibition, usual class: inhibitors | 330,000 tested, 0.31% active | AID 540303, 2011; active = well fitted inhibition curve with a large enough effect; inconclusive = small, poorly fitted or top-dose-only effect; inactive = no such curve, though single readings can be large or run the other way; tested in mouse RAW 264.7 cells; note: % is set by controls: 0 for no effect and ±100 for the full control effect; nearly all actives have a fitted effect of over 55% in size
# ELG1 genotox: qHTS screen for small molecules that induce genotoxicity in human embryonic kidney (HEK293T) cells expressing luciferase-tagged ELG1; 330,000 tested, 1.3% active; HEK293T ELG1-luciferase reporter, luminescence, 16 h; Potency, µM (doses to about 46 µM), for inactives: at the highest dose activity change, positive = activation, hits mostly activators; note: % of control where 0% means no effect; nearly all actives have a fitted effect of over 60% in size
#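 After overnight (16 hr) compound treatment at 37 °C, ELG1-luciferase HEK293T cells were lysed with ONE-Glo; luminescence quantified 30 min later at room temperature.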
# Gal4-VP16 FLuc: VP16 counterscreen qHTS for inhibitors of ROR gamma transcriptional activity. Potency, µM (series often up to 53.6 µM), without a hit: at the top dose activity, negative = inhibition, actives largely listed as inhibitors. 310,000 tested, 3.5% active. AID 2546, 2010. Drosophila S2 Gal4-VP16 UAS-luciferase, luminescence, 20 h;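 note: Gal4-VP16 expression switched on by copper sulfate through the metallothionein promoter; % is set by controls: 0 for no effect and ±100 for the full control effect; nearly all actives have a fitted effect of over 50% in size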
# FLuc modulator: qHTS profiling assay for firefly luciferase inhibitor/activator using purifed enzyme and Km concentrations of substrates (counterscreen for miR-21 project). Luciferin 4-monooxygenase (Photinus pyralis), P08659. purified FLuc, Km substrates, luminescence inhibition. Potency, µM (titrated, usually from 57.5 µM), inactives show top-dose activity change, negative = inhibition, actives largely listed as inhibitors. 360,000 tested, 6.9% active. AID 588342, 2011;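 note: plate controls were vehicle for no effect and reference inhibitor for full effect; nearly all actives have a fitted effect of over 55% in size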
# Target sequence (P08659 whole entry, looked up): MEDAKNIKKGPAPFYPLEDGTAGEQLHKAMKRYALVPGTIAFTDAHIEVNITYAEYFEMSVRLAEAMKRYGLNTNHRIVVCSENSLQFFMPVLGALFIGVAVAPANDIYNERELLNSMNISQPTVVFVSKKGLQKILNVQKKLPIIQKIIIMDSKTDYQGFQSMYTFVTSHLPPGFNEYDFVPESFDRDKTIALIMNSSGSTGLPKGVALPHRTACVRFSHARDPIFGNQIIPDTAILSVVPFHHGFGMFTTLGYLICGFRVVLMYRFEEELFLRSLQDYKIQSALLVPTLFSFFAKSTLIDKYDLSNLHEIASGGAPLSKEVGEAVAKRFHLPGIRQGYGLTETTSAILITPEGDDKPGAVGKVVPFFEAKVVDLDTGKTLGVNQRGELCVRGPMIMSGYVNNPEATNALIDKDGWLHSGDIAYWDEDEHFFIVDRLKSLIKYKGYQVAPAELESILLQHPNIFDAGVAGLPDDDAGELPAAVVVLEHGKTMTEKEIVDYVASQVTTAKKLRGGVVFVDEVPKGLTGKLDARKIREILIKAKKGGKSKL
#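 Purified P. pyralis luciferase (10nM final) with 10uM D-luciferin and 10uM ATP (Km levels) in 50mM Tris acetate pH 7.5, 10mM Mg acetate, 0.01% Tween-20, 0.05% BSA; qHTS 6-point titration, ~60 µM downward; luminescence read.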
# RORg inh: qHTS for inhibitors of ROR gamma transcriptional activity; Drosophila S2 Gal4-RORgamma UAS-luciferase reporter, 20 h; Potency, µM (highest dose often 53.6 µM), for inactives: at the top dose activity change, negative = inhibition, most hits filed as inhibitors; 310,000 tested, 5.4% active; AID 2551, 2010; note: % is set by controls: 0 for no effect and ±100 for the full control effect; nearly all actives have a fitted effect of over 60% in size
# Target sequence (P51450 whole entry, looked up, the tested form may be a part): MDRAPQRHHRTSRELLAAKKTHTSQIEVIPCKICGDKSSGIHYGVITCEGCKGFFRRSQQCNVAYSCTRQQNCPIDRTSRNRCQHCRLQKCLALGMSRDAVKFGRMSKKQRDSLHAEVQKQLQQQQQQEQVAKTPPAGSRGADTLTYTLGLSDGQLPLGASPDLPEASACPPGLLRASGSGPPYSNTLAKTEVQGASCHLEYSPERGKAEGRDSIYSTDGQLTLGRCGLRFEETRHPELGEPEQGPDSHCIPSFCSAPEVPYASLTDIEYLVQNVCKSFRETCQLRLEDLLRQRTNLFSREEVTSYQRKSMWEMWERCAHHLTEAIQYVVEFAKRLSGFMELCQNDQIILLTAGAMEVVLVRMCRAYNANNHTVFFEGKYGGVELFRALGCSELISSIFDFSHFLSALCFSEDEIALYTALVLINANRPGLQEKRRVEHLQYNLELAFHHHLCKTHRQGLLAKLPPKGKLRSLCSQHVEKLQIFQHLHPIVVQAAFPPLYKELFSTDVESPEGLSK
#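 Drosophila Schneider cells stably carrying a metallothionein-driven Gal4 DBD–ROR gamma fusion and a UAS-Photinus luciferase reporter were exposed to compound for 1 hr, then induced with copper sulfate (700 uM final) for 20 hr at ambient temperature before luminescence reading.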
# MBNL1 CUG block: qHTS Assay for Inhibitors of MBNL1-poly(CUG) RNA binding; Muscleblind-like protein 1 (Homo sapiens), Q9NR56; TR-FRET MBNL1-His/biotin-(CUG)12 binding, 665/545 ratio; Potency, µM (titrated, usually from 57.5 µM), for the others: at the top dose activity change, negative = inhibition, actives largely listed as inhibitors; 280,000 tested, 0.036% active; active = well fitted inhibition curve with a large enough effect in the signal ratio, with a control signal flat, not every such curve was filed as active; inconclusive = small, poorly fitted or top-dose-only effect, or effect the other way, or a change in a side signal; inactive = no such curve, though single readings can be large or run the other way; the % refers to the signal ratio; note: % is set by controls: 0 for no effect and ±100 for the full control effect
#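 Ratiometric TR-FRET (665 over 545 nm, excitation 340 nm) tracks disruption of MBNL1-His/biotin-(CUG)12 complex after 60 min at room temperature, with compounds at 92 nM to 58 uM final.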
# Rab9 promoter act: qHTS Assay for Rab9 Promoter Activators; 320,000 tested, 2.8% active; Huh7 Rab9 promoter-luciferase reporter, luminescence, 24 h; Potency, µM (series often up to 9.22 µM), inactives show top-dose activation, negative = inhibition, most hits filed as activators; AID 485297, 2010; note: % of control where 0% means no effect; nearly all actives have a fitted effect of over 60% in size
#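 Luciferase signal after 10 min detection reagent at ambient indicates Rab9 promoter upregulation; stably transfected Huh7 cells were treated 24 h with compound in DMSO at 37 °C, 5% CO2.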
# NPC1 prom act: qHTS Assay for NPC1 Promoter Activators; Huh7 NPC1 promoter luciferase reporter, 24 h; Potency, µM (titrated, usually from 9.22 µM), for inactives: at the top dose activation, hits mostly activators; 320,000 tested, 2.4% active; AID 485313, 2010;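 note: % of control where 0% means no effect; nearly all actives have a fitted effect of over 60% in size; reporter is driven by a mutant NPC1 promoter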
#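 Stable NPC1-promoter luciferase Huh7 line; cpd (DMSO) 24 h, 37 °C, 5% CO2; Amplite luciferase reagent 10 min RT; luminescence readout. qHTS format.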
# p53 reactivator: qHTS assay for re-activators of p53 using a Luc reporter | H1299 p53-A138V BP100-luciferase reporter, luminescence, 24 h | Potency, µM (doses to about 92.2 µM), for inactives: at the highest dose activity change, positive = activation, hits mostly activators | 320,000 tested, 0.063% active | AID 504706, 2011; note: % of control where 0% means no effect; nearly all actives have a fitted effect of over 45% in size
#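 H1299 (p53-null), stable ts p53-A138V + BP100-Luc; 1000 cells/well, Opti-MEM/10% FBS; cpd 4 pt, 1:5; 24 h, 37 deg C, 5% CO2; detection reagent 10 min RT; luminescence.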
# BRCA1 expr act: qHTS Assay to Identify Small Molecule Activators of BRCA1 Expression | 380,000 tested, 1.1% active | AID 624202, 2012 | Potency, µM (series often up to 46.1 µM), without a hit: at the highest dose activation, hits mostly activators | MCF7-BRCA1-FFLuc reporter, luminescence, 48 h; response scale: scaled: vehicle 0%, 10 µM genistein 100%; note: nearly all actives have a fitted effect of over 80% in size; some results filed as inactive show a strong effect at the top dose
#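 Luminescence from a BRCA1-driven firefly luciferase in MCF7 cells was the read-out, taken 15 min after substrate addition following 48 h compound exposure at 37 °C. Data were normalized to a 10 microM genistein control and DMSO vehicle.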
# * marks the source's active call; other numbers are inactive results; ? = inconclusive; · = no result given. Unless noted, calls come from the whole dose curve; as a rule, active = well fitted curve in the direction sought with a large enough effect; inconclusive = small, poorly fitted or top-dose-only effect, or another doubt; inactive = no such curve, though single readings can be large; an effect the other way counts as inactive or inconclusive. Potency is the fitted concentration of half-maximal effect.
SMILES,uPA generation,ELG1 genotox,Gal4-VP16 FLuc,FLuc modulator,RORg inh,MBNL1 CUG block,Rab9 promoter act,NPC1 prom act,p53 reactivator,BRCA1 expr act
CC(C)Oc1ccc(C2CC(=O)N(c3ccc(N(C)C)cc3)C2=O)cc1 (stereo not given),-5.6%,-2.6%,-5.5%,-2.1%,43.1%,2.7%,-1.9%,1.9%,-5.7%,8.2%
Cc1ccccc1S(=O)(=O)Cc1ccc(C(=O)NC(C)c2ccc3c(c2)OCCO3)o1 (stereo not given),6.5%,-4.1%,10.8%,-1.0%,-4.4%,?,-2.9%,8.7%,-6.9%,5.1%
COc1ccc(OC)c(C(=O)COC(=O)CNC(=O)c2ccccc2)c1,-3.4%,0.9%,-2.6%,3.5%,23.0%,1.4%,-4.2%,0.2%,3.7%,-6.0%
COc1ccc(CC(=O)Nc2sccc2C#N)cc1S(=O)(=O)N1CCOCC1,4.5%,0.7%,·,6.1%,·,·,-1.8%,-1.4%,-5.5%,-5.3%
O=C(C[n+]1cc(-c2ccc(Cl)cc2)n2c1CCC2)N1c2ccccc2Sc2ccccc21,-0.4%,-4.8%,-8.3%,-2.4%,13.5%,-11.2%,0.3%,-2.6%,-1.8%,-11.8%
CSCCC(NC(=O)COc1ccccc1)C(=O)N(C)CC(=O)Nc1c(C)cccc1C (stereo not given),2.3%,-5.8%,·,-0.2%,·,·,0.8%,2.0%,2.2%,-0.7%
O=C(COC(=O)c1ccncc1)c1ccccc1,12.9%,3.9%,4.7%,23.9µM*,-23.6%,·,-0.5%,7.2%,-1.0%,5.6%
COC(=O)[C@@]12CCCCN1[C@H](c1ccc(-c3ccccc3)c(OC)c1)[C@H]1C(=O)N(C)C(=O)[C@H]12,17.9%,-1.1%,·,·,·,·,·,·,-0.4%,0.0%
O=C(C1CCN(S(=O)(=O)c2cnc[nH]2)CC1)N1CCn2c1nc1ccccc12,5.5%,0.4%,-7.9%,0.5%,-10.1%,9.5%,-1.7%,-0.3%,-4.8%,4.6%
CCCCOc1ccc(/C=c2\sc3ncnn3c2=O)cc1,-1.9%,2.2%,-3.4%,-10.3%,1.9%,4.6%,-4.0%,-1.6%,-0.9%,0.0%
C=CCNC(=S)N/N=C/c1ccc(C(C)(C)C)cc1,-2.2%,-12.5%,0.562µM*,?,0.282µM*,-4.7%,17.0%,12.1%,22.9%,0.0%
CC(NC(=O)CSCc1ccc(Br)cc1)c1ccccc1 (stereo not given),-3.4%,-1.5%,8.4%,2.4%,23.8%,-18.4%,10.8%,-9.5%,-4.1%,5.5%
Cc1oc(-c2ccc(Cl)cc2)nc1CS(=O)CC(=O)NCc1ccccc1 (stereo not given),1.8%,-1.6%,0.9%,-0.1%,-12.1%,4.2%,-7.6%,-1.7%,-3.7%,-1.5%
CC(=O)C1=C(C)NC(SCC(N)=O)=C(C#N)C1CC(C)C (stereo not given),2.6%,1.5%,1.7%,?,0.5%,3.5%,10.5%,-4.4%,-3.8%,-15.1%
O=C(Oc1coc(CSc2ncccn2)cc1=O)c1cccc([N+](=O)[O-])c1,1.6%,0.2%,3.4%,2.4%,-26.9%,?,0.5%,-2.5%,10.3%,-17.5%
CCC1CCCCN1c1nc2c(C=O)c(C)nn2c2ccccc12 (stereo not given),-12.7%,-3.3%,-2.9%,2.7%,?,8.4%,-5.7%,1.3%,3.9%,-23.6%
Cc1ccc(NC(=O)CSc2nc(C)c(C)c(C)n2)c([N+](=O)[O-])c1,2.7%,0.7%,-1.2%,2.7%,-4.9%,?,-2.8%,-1.8%,1.0%,0.0%
Cc1cccc(-c2n[nH]c(S(C)(=O)=O)c2C#N)c1,10.9%,2.4%,-0.1%,-4.9%,8.8%,·,-5.0%,-0.7%,-2.6%,2.5%
COCCCNS(=O)(=O)c1ccc(S(=O)(=O)N2CCCC2)cc1,-2.9%,-3.4%,-12.3%,0.1%,-6.9%,-5.8%,1.8%,4.5%,0.6%,0.2%
CCOc1cc(CNn2cnnc2)cc(Br)c1OCC(=O)NC1CCCCC1,·,-7.0%,-8.5%,0.5%,?,-10.8%,-3.2%,6.2%,-5.3%,-23.8%
O=C(COC(=O)c1ccc[nH]c1=O)Nc1ccc(S(=O)(=O)N2CCCC2)cc1,8.6%,-0.4%,2.7%,4.3%,30.9%,5.2%,0.0%,0.6%,-1.1%,-8.6%
O=C(CNC(=O)c1ccc2c(=O)n3c(nc2c1)CCC3)Nc1ccc(F)c(F)c1,3.9%,6.3%,·,1.2%,·,·,-4.3%,-2.3%,-2.3%,-3.4%
Cc1ccc(CNC(=O)CSCc2cccc(F)c2)cc1,0.4%,7.4%,-2.3%,?,14.1%,4.5%,-8.9%,-1.4%,15.5%,?
Cc1ccc2cc3c(NS(=O)(=O)c4cccc5nonc45)nn(CC(C)C)c3nc2c1,-2.8%,-0.1%,7.1%,?,25.1%,?,10.4%,-4.3%,-4.7%,0.0%
CCCCc1nnc(NC(=O)CCc2ccccc2)s1,15.5%,0.6%,-6.0%,2.1%,-30.1%,0.0%,-0.3%,0.2%,·,10.1%
N#C/C(C(=O)N1CCCCC1)=C1/N=C(NC(=O)c2ccc(F)cc2)c2ccccc21,-0.9%,2.4%,7.8%,2.6%,5.8%,11.2%,-1.6%,-4.0%,21.0%,15.1%
OCCSc1ncnc2c1oc1ccccc12,-2.2%,0.8%,4.2%,?,21.8%,0.5%,0.5%,9.9%,?,23.2%
CCCCN(C)Cc1c(C)[nH]c2ccc(Cl)cc2c1=O,6.2%,-6.4%,-3.1%,-2.7%,2.4%,-12.5%,-6.5%,1.5%,3.8%,2.1%
COc1cc(/C=N/Nc2ccccn2)ccc1O,-12.3%,9.2µM*,?,6.01µM*,?,-0.8%,?,3.9%,?,19.0%
COc1cc(NC(=O)c2cc(C)nc3ccccc23)cc(OC)c1OC,7.4%,7.7%,6.7%,3.6%,1.1%,-1.8%,-8.0%,-4.5%,-4.5%,0.0%
Cc1ccc(OCC(=O)NC2CCSc3ccccc32)cc1 (stereo not given),4.8%,-1.5%,·,-9.9%,·,·,-1.9%,-3.4%,10.4%,27.7%
Cc1ccc(CNCC2CCCO2)o1 (stereo not given),3.3%,-0.9%,-3.4%,2.9%,-3.5%,-4.2%,-12.3%,0.8%,2.1%,-5.2%
COc1ccccc1CC(=O)NN1C(=O)c2ccccc2C1=O,-1.2%,3.5%,-0.8%,2.8%,-16.4%,·,-1.8%,-2.6%,1.5%,11.2%
COCCN(C(=O)Cn1nnc2ccccc21)C(C(=O)NC1CCCCC1)c1ccc(OC)cc1OC (stereo not given),-3.5%,-8.4%,-13.7%,4.3%,4.5%,3.3%,-2.2%,-0.6%,-0.6%,-14.8%
Cc1ccc(S(=O)(=O)NCC(=O)NCc2cc(=O)n(C)c(=O)n2C)cc1C,-7.8%,0.8%,-3.0%,6.6%,-20.4%,0.6%,-7.8%,-1.0%,7.8%,54.8%
C#CCOCCOCCOCCNc1nc(N2CCN(C(=O)CCCCCCCCCCNC(=O)[C@@H](CCC(=O)O)n3cc(CCCCCN)nn3)CC2)nc(N2CCN(C(=O)CCCCCCCCCCNC(=O)[C@H]([C@@H](C)CC)n3cc(CCCCCN)nn3)CC2)n1,-18.5%,4.6%,·,-8.4%,·,·,-3.3%,-3.0%,14.1%,0.0%
O=C(c1nc2ncccn2n1)N1CCN(c2ccccc2)CC1,2.6%,·,-8.3%,0.7%,-11.4%,-3.5%,·,·,·,-1.1%
Cc1cccc(NC(=O)c2nc[nH]c2C(=O)N[C@@H](C)c2ccccc2)c1,-3.7%,-6.6%,·,-0.7%,·,·,-5.1%,-2.7%,-10.7%,-50.8%
Cc1cccc(-c2ocnc2C(=O)Nc2ccccc2NC(=O)c2ccccn2)c1,-0.2%,-16.2%,8.91µM*,13.5µM*,0.562µM*,5.1%,0.0%,-0.6%,-5.5%,-48.8%
CCCCNC(=O)Nc1nnc(C(C)(C)C)s1,2.8%,5.2%,1.5%,-0.5%,6.0%,-7.4%,2.9%,1.6%,10.1%,30.1%
CCCCCCCCCCC[N+](C)(C)CC/C=C1/c2ccccc2Sc2ccc(Cl)cc21,-10.8%,-7.0%,-6.6%,-10.8%,17.2%,-0.2%,-4.6%,-0.4%,-6.3%,-45.0%

# Another view of part of the listing above:
SMILES	uPA generation	ELG1 genotox	Gal4-VP16 FLuc	FLuc modulator	RORg inh	MBNL1 CUG block	Rab9 promoter act	NPC1 prom act	p53 reactivator	BRCA1 expr act
O=C(c1nc2ncccn2n1)N1CCN(c2ccccc2)CC1	2.6%	·	-8.3%	0.7%	-11.4%	-3.5%	·	·	·	-1.1%
Cc1cccc(NC(=O)c2nc[nH]c2C(=O)N[C@@H](C)c2ccccc2)c1	-3.7%	-6.6%	·	-0.7%	·	·	-5.1%	-2.7%	-10.7%	-50.8%

# From PubChem
